# Screening results as filed in PubChem.
# MgcRacGAP inhibition: MgcRacGAP GTPase-activating activity inhibitors, confirmation, biochemical, ADP Hunter fluorescence; AID 624330; inhibition, % at 30 µM, or IC50 in µM where a hit was titrated; MgcRacGAP-stimulated Rac1 GTP hydrolysis, ADP Hunter fluorescence; higher % means a stronger effect; GST-tagged Rac1 F28L mutant substrate; 340,000 tested, 0.6% active;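 active means first-screen hits whose inhibition reached a set limit at any dose in the follow-up dose series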;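 further: fluorescence reports GDP produced by GAP-driven GTP hydrolysis; strong numbers were not always called active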
# Numbers without * were called inactive. Not all compounds are listed. The share of hits here may be higher or lower than overall.
Molecule,MgcRacGAP inhibition
CC(=NNS(=O)(=O)c1ccc(C)cc1)c1ccccc1,-2.9%
O[C@@H]1CN(CC2CCCCC2)[C@@H](c2ccc(Cl)cc2)C[C@H]1n1cc(-c2ccc(F)cc2)nn1,12.6%
CCOc1ccc(S(=O)(=O)N2CCOCC2)cc1NC(=O)CCN1C(=O)NC2(CCCC2)C1=O,14.1%
C[C@@H]1CN([C@@H](C)CO)S(=O)(=O)c2ccc(-c3ccc(C#N)cc3)cc2O[C@@H]1CN(C)Cc1ccccn1,5.8%
O=C(CC1C(=O)NCCN1Cc1ccccc1)NC1CCCCC1 (stereo not given),14.9%
Cc1sc2ncnc(N3CCC(C(=O)N(C)CC(=O)Nc4cccc(F)c4)CC3)c2c1C,17.2%
COc1ccc(S(=O)(=O)Nc2ccc3c(c2)C(=O)N([C@H](C)CO)C[C@H](C)[C@@H](CN(C)C(=O)Nc2c(C)noc2C)OCCCC[C@H](C)O3)cc1,4.5%
CC(C)C(C(=O)O)N1C(=O)C2C3CCC(C3)C2C1=O (stereo not given),6.7%
O=C1[C@H]2[C@@H](c3ccc(C(F)(F)F)cc3)N[C@]3(CCCN(Cc4ccccc4)C3=O)[C@H]2C(=O)N1Cc1ccccc1,1.6%
CC1CCCCC1NC(=O)CSc1nnc(-c2ccco2)n1N (stereo not given),0.3%
COc1ccc(S(=O)(=O)N(C)C[C@H]2OCCCC[C@@H](C)Oc3ccc(NC(=O)CCC(F)(F)F)cc3C(=O)N([C@H](C)CO)C[C@@H]2C)cc1,15.2%
COc1ccc2c(CN3CCN(Cc4ccccc4)CC3)cc(=O)oc2c1,6.6%

# (further entries)
Molecule,MgcRacGAP inhibition
C[C@H]1CNC(=O)c2c(C(=O)Nc3ccc(CNC(=O)OC(C)(C)C)cc3)ncn21,12.3%
COCCN(C(=O)COC(=O)C1CC(=O)N(c2ccc(C)cc2)C1)c1c(N)n(Cc2ccccc2)c(=O)[nH]c1=O (stereo not given),9.0%
CC1=C(C(=O)N(C)C)CC(CC(=O)NC2CC2)C(=O)N1Cc1ccccc1 (stereo not given),15.1%
Cc1cc(C)c(S(=O)(=O)N2CCN(C(=O)CC(C)n3nc(C)nc3C)CC2)c(C)c1 (stereo not given),12.3%
O=S(=O)(Nc1ccc2c3c(cccc13)CC2)c1ccccc1,0.5%
FC(F)c1nc2nc(Cl)c(Cl)nc2[nH]1,5.5%
CC1C(=O)N(Cc2cn(CC3CCCCC3)nn2)CCS(=O)(=O)N1Cc1ccc(-c2cccc(N(C)C)c2)cc1 (stereo not given),4.4%
CC(=O)c1ccc(OCc2cc(C(=O)N(C)CC3COc4ccccc4O3)no2)cc1 (stereo not given),14.5%
N#CC(=C1C=C(Br)C(=NO)C=C1Cl)c1cccc2ccccc12,8.9%
O=C(NCC(F)(F)F)c1ccc(S(=O)(=O)NCCc2ccc3c(c2)OCCO3)cc1,6.2%
C[C@@H]1CN([C@@H](C)CO)C(=O)CCCn2nncc2CO[C@@H]1CN(C)C(=O)Nc1ccc(C(F)(F)F)cc1,17.0%
CCCCN(C(=O)c1cc(Cl)nc2ccccc12)c1c(N)n(CCC)c(=O)[nH]c1=O,3.1%

# Other records
Molecule,MgcRacGAP inhibition
COc1ccc(C)cc1-n1cnc2sc(C)c(C)c2c1=O,20.2%
CCCCOc1ccc(C(=O)NCC(=O)OCCCOC(=O)CNC(=O)c2ccc(OCCCC)cc2)cc1,7.8%
COc1ccc(C(CNC(=O)c2ccc(OCc3csc(C)n3)cc2)N2CCCC2)cc1 (stereo not given),2.4%
Cc1ccc(-c2cc3nc(-c4ccccc4)cc(NCCCO)n3n2)cc1,8.4%
Cc1ccc(OCC(=O)Nc2cccc(S(=O)(=O)N3CCCC3)c2)cc1C,3.1%
C[C@H](O)[C@@H]1CN2CCc3c([nH]c4ccc(-c5ccc6c(c5)OCO6)cc34)[C@@H]2C[C@@H]1N(C)C(=O)Nc1cc(Cl)cc(Cl)c1,5.6%
N#CN=CN1CC=C(c2ccc(Cl)cc2)CC1,10.8%
COc1cccc(NC(=O)CN2CCC(NC(=O)c3ccccc3C)CC2)c1,15.3%
Clc1ccc(-c2nc3c4ccccc4ccn3c2Cc2ccccc2)cc1,8.0%
CC(C)CC1C(=O)N(Cc2cn(CCC3OCCO3)nn2)CCS(=O)(=O)N1Cc1ccc(-c2ccc(F)nc2)cc1 (stereo not given),5.6%
CCN(CC)C(=O)C(c1ccccc1)S(=O)(=O)N1CCOCC1 (stereo not given),-14.7%
Cc1c(Cl)ccc(S(=O)(=O)N2CCN(C)CC2)c1Cl,6.0%

# Additional structures.
Molecule,MgcRacGAP inhibition
COCCNC(=O)C[C@@H]1C[C@H]2c3cc(NC(=O)Nc4ccc(F)cc4)ccc3O[C@H]2[C@H](CO)O1,9.2%
COc1ccc(S(=O)(=O)N2CCC(C(=O)N[C@@H](C)C(=O)NCc3cccnc3)CC2)cc1,3.9%
C[C@@H]1CN([C@@H](C)CO)C(=O)c2cc(Br)cnc2O[C@H]1CN(C)C(=O)Nc1ccc2c(c1)OCO2,13.2%
O=C(Nc1cccc([N+](=O)[O-])c1)c1ccc([N+](=O)[O-])o1,5.4%
C[C@@H]1CN([C@H](C)CO)C(=O)CCCn2nncc2CO[C@H]1CN(C)Cc1ccc(-c2ccccc2)cc1,11.7%
Nc1ccc2c3c(ccc([N+](=O)[O-])c13)CC2,13.8%
Cc1ccc(NC(=S)/C(C#N)=C2/Nc3ccccc3S2)cc1,23.2%
CN(C(=O)COC(=O)/C=C/c1ccccc1)C1CCS(=O)(=O)C1 (stereo not given),3.0%
C[C@@H]1CN([C@@H](C)CO)C(=O)CCCn2cc(nn2)CO[C@H]1CN(C)S(=O)(=O)c1cccs1,13.3%
Cc1ccccc1NC(=O)Cc1nc(COC(=O)CSc2ccc(F)cc2)cs1,6.8%
Nc1ccn(CCCNCC(c2ccccc2)c2ccccc2)c(=O)n1,12.3%
CCN(CC)C(=O)C1=C(C)N(CCCOC)C(=O)C(CC(=O)NC2CCCC2)C1 (stereo not given),11.2%

# Copied from the list.
# In MgcRacGAP inhibition, C[C@@H]1CN([C@H](C)CO)C(=O)CCCn2nncc2CO[C@H]1CN(C)Cc1ccc(-c2ccccc2)cc1 has 11.7%
# In MgcRacGAP inhibition, O=C(Nc1cccc([N+](=O)[O-])c1)c1ccc([N+](=O)[O-])o1 has 5.4%
# In MgcRacGAP inhibition, CN(C(=O)COC(=O)/C=C/c1ccccc1)C1CCS(=O)(=O)C1 (stereo not given) has 3.0%
# In MgcRacGAP inhibition, CCN(CC)C(=O)C1=C(C)N(CCCOC)C(=O)C(CC(=O)NC2CCCC2)C1 (stereo not given) has 11.2%

# Additional compounds follow.
Molecule,MgcRacGAP inhibition
COC(=O)C[C@H]1C[C@H]2c3cc(NS(=O)(=O)c4cccc(OC)c4)ccc3O[C@H]2[C@@H](CO)O1,2.1%
COCCN(C(=O)COC(=O)Cc1ccc(Cl)cc1)c1c(N)n(Cc2ccccc2)c(=O)[nH]c1=O,13.0%
O=C1CCN(C(=O)c2ccccc2)c2ccccc21,10.1%
CCCC1NC(=O)c2cccnc2-n2c1nc1cc(F)c(F)cc1c2=O (stereo not given),-11.5%
COc1cc2ccc(C(=O)O)cc2cc1OC,-6.7%
COc1ccc(S(=O)(=O)N2CCOCC2)cc1NC(=O)CCCSc1ccccc1,-0.2%
Cc1cc(C)cc(C(=O)NCC(=O)OCC(=O)N2CCCC2)c1,9.3%
CCOCc1nc(N)nc(N)c1-c1cccc(Cl)c1,10.1%
O=C(NCc1ccccc1CN1CCCC1)C1CCN(C(=O)c2ccc(Cl)cc2)CC1,9.0%
C[C@H]1CCCCO[C@H](CN(C)C(=O)Nc2ccc(F)cc2)[C@@H](C)CN([C@@H](C)CO)C(=O)c2cc(NC(=O)Nc3ccc4c(c3)OCO4)ccc2O1,17.2%
O=C(Cc1ccccc1F)Nc1cc(S(=O)(=O)N2CCCCC2)ccc1N1CCOCC1,1.6%
Cc1ccccc1SCC(=O)NCC1(N2CCCCC2)CCCCC1,16.4%

# More records:
mol	MgcRacGAP inhibition
COc1ccc(S(=O)(=O)N(C)C[C@@H]2OCCCC[C@H](C)Oc3ccc(NC(=O)Nc4ccc(C(F)(F)F)cc4)cc3C(=O)N([C@H](C)CO)C[C@H]2C)cc1	13.2%
C[C@H]1CN([C@@H](C)CO)C(=O)CCCn2cc(nn2)CO[C@@H]1CN(C)C(=O)Nc1ccc2c(c1)OCO2	4.9%
O=C(O)c1ccc(Cl)cc1NC(=O)C1CCN(S(=O)(=O)c2cccs2)CC1	1.5%
C[C@H](O)[C@@H]1CN2CCc3c([nH]c4ccc(-c5ccc6c(c5)OCO6)cc34)[C@@H]2C[C@@H]1N(C)C(=O)NC1CCCCC1	12.1%
O=[N+]([O-])c1ccc(CN2CC(N3CCN(CCO)CC3)CS2(=O)=O)cc1 (stereo not given)	6.6%
COc1cccc(/C=C/C(=O)OCC(=O)c2ccc[nH]2)c1	13.9%
O=C(COC(=O)CCc1c[nH]c2ccccc12)Nc1cccc(Cl)c1	5.4%
CC(C)NC(=O)Nc1ccc2c(c1)C(=O)N([C@H](C)CO)C[C@H](C)[C@@H](CN(C)Cc1ccc(C(F)(F)F)cc1)OCCCC[C@H](C)O2	12.3%
Cc1ccc(C(C)C)cc1-n1nnc(-c2cccc(Cc3ccc4ccccc4c3)c2)c1C(C)O (stereo not given)	-0.3%
COc1ncnc2c1ncn2CCCNCc1ccc(C)o1	8.3%
Cc1c(NC(=O)COC(=O)/C=C/c2cccc(F)c2)c(=O)n(-c2ccccc2)n1C	4.8%
CN(Cc1ccco1)C(=O)c1cccc(S(=O)(=O)N2CCN(Cc3ccccc3)CC2)c1	12.6%
CC1=C(C(=O)N2CCOCC2)CC(CC(=O)NCCN2CCOCC2)C(=O)N1CCC1=CCCCC1 (stereo not given)	6.8%
CCc1cccc(NC(=O)CSc2nc(C)cs2)c1	-34.2%
C#CCN(C[C@H]1[C@H](OC(=O)NCCCCCC)[C@H](OC(=O)NCCCCCC)C[C@@H](C(=O)OC)[C@H]1C(=O)OC)S(=O)(=O)c1ccc(C)cc1	12.2%
C[C@@H]1CN([C@H](C)CO)C(=O)c2c(c3ccccc3n2C)-c2ccccc2CO[C@H]1CN(C)Cc1cccc(C(=O)O)c1	9.7%
COc1ccc(NC(=O)C[C@H]2C(=O)N(CCc3ccccc3)C[C@@H]2c2ccc(OC)cc2)cc1	14.2%
Cc1ccc(S(=O)(=O)N2C[C@H]3C(=O)C[C@@H](c4ccc(Cl)cc4)N(S(=O)(=O)c4ccccc4C)[C@H]3C[C@H]2c2ccc(Cl)cc2)cc1	14.8%
CCCNC(=O)N(C)C[C@@H]1Oc2ncc(Br)cc2C(=O)N([C@H](C)CO)C[C@@H]1C	5.0%
O=C(/C=C/c1cccc(Cl)c1)OCC(=O)c1ccc[nH]1	21.0%
C[C@@H]1CN([C@H](C)CO)S(=O)(=O)c2ccc(-c3ccc(C(=O)N(C)C)cc3)cc2O[C@H]1CN(C)C(=O)Cc1ccccn1	18.4%
O=C(NCc1ccc(F)cc1)N1[C@H]2CC[C@@H]1C=C(c1ccc(F)cc1OCc1ccccc1)C2	14.9%
CC1=C(C(=O)N(C)C)CC(CC(=O)NCCCCc2ccccc2)C(=O)N1Cc1ccccc1 (stereo not given)	7.8%
O=C(Cc1c(Cl)cccc1Cl)OCC(=O)c1ccc[nH]1	10.1%
C[C@@H]1CCCCO[C@@H](CN(C)S(=O)(=O)c2ccccc2)[C@@H](C)CN([C@H](C)CO)C(=O)c2cc(NS(=O)(=O)c3ccc(F)cc3)ccc2O1	10.6%

# Further entries:
mol	MgcRacGAP inhibition
COc1ccccc1N1CCN(C(=O)CCCCCn2c(=S)[nH]c3cc4c(cc3c2=O)OCO4)CC1	-27.3%
O=C(Nc1oc2ccccc2c(=O)c1-c1ccccc1)c1ccco1	13.7%
O=C(OCc1ccccc1)C1CCN(S(=O)(=O)c2cccs2)CC1	1.6%
Cc1ccc(S(=O)(=O)N2CCCC2CNC(=O)C(=O)NCc2ccc3c(c2)OCO3)cc1 (stereo not given)	10.9%
COCCNc1nnc(SCC(=O)c2cc(C)n(C3CC3)c2C)s1	6.0%
CCN1C(=O)[C@H]2[C@@H](c3ccc(C(F)(F)F)cc3)N[C@]3(CCCN(Cc4ccc(Br)cc4)C3=O)[C@H]2C1=O	12.1%
C[C@@H]1CN([C@@H](C)CO)C(=O)CCCn2nncc2CO[C@H]1CN(C)Cc1ccc(Oc2ccccc2)cc1	14.8%
O=C(NCCN1CCOCC1)C1CCN(S(=O)(=O)c2ccccc2)CC1	1.4%
C[C@H]1CN([C@@H](C)CO)C(=O)c2cc(/C=C/c3ccccc3)cnc2O[C@H]1CN(C)C(=O)c1cccc(F)c1	14.7%
Cc1ccc(S(=O)(=O)N(C)C[C@H]2Oc3ncc(-c4ccccc4)cc3C(=O)N([C@@H](C)CO)C[C@@H]2C)cc1	-13.7%
COCCN(C(=O)COC(=O)c1ccc(Br)o1)c1c(N)n(Cc2ccccc2)c(=O)[nH]c1=O	7.5%
O=C(NC1CCCCC1)N(c1ccccc1)c1nnc(-c2cccc([N+](=O)[O-])c2)s1	6.6%
O[C@H]1CN(CC2CCCCC2)[C@@H](c2ccc(Cl)cc2)C[C@@H]1n1cc(C2CC2)nn1	13.6%
COCCNC(=S)N1CCC2CC1c1c(Cl)cccc12 (stereo not given)	12.8%
Cc1cc(C)c(C(=O)COC(=O)c2cccc(S(=O)(=O)N3CCOCC3)c2)cc1C	7.6%
CC1=C(C(=O)N(C)C)CC(CC(=O)NCCCCc2ccccc2)C(=O)N1CCC1=CCCCC1 (stereo not given)	13.1%
C[C@H]1CN([C@@H](C)CO)C(=O)c2cc(Br)cnc2O[C@H]1CN(C)Cc1ccc(Oc2ccccc2)cc1	13.2%
CC1C=CC(C)C(C(=O)c2ccccc2)C1C(=O)c1ccccc1 (stereo not given)	8.7%

# Part of the list above in order of molecular weight, smallest number first.
mol	MgcRacGAP inhibition
CC1C=CC(C)C(C(=O)c2ccccc2)C1C(=O)c1ccccc1 (stereo not given)	8.7%
O=C(NCCN1CCOCC1)C1CCN(S(=O)(=O)c2ccccc2)CC1	1.4%
COc1ccccc1N1CCN(C(=O)CCCCCn2c(=S)[nH]c3cc4c(cc3c2=O)OCO4)CC1	-27.3%
C[C@H]1CN([C@@H](C)CO)C(=O)c2cc(Br)cnc2O[C@H]1CN(C)Cc1ccc(Oc2ccccc2)cc1	13.2%
